Bioassay records as filed in PubChem.
VEEV TC-83 Vero: inhibitors of VEEV TC-83 cytopathic effect, confirmation, Vero cells (AID 588727); 350,000 tested, 0.13% active; Vero cells, VEEV TC-83 cytopathic effect inhibition; higher % means a stronger effect; one-dose inhibition, % at 20 µM; IC50 in µM for titrated hits; in the data active = a potency from the dose series; inconclusive = inhibition mostly from about 14% at the one dose, without a potency; inactive = the rest, 99 in 100 with inhibition below about 12%; note: strong numbers were not always called active
Salmonella PhoP GFP: PhoP regulon inhibitors, Salmonella typhi PhoP promoter GFP reporter, confirmatory (AID 1850); Salmonella Typhi PhoP-promoter GFP reporter, fluorescence, 4 h; higher % means a stronger effect; one-dose inhibition, % at 50 µM; IC50 in µM for titrated hits; 310,000 tested, 0.33% active; in the data active = a potency from the dose series; inconclusive = inhibition mostly from about 25% at the one dose, without a potency; inactive = the rest, 99 in 100 with inhibition below about 19%;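 note: 0% = induced wells with vehicle and 100% = uninduced wells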
M. tuberculosis HTS: M. tuberculosis growth inhibition, HTS (AID 449762). M. tuberculosis H37Rv growth inhibition, 7H9 media; higher % means a stronger effect. inhibition, % at 25 µM; hits with a dose series show IC50 in µM. 330,000 tested, 0.59% active; in the data active = a potency from the dose series; inconclusive = inhibition above about 70% without an active follow-up result;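 note: bacterial growth assessed after seven days of incubation; strong numbers were not always called active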
M. tuberculosis: growth inhibition of non-replicating M. tuberculosis (AID 488890). Mycobacterium tuberculosis non-replicating, growth inhibition; higher % means a stronger effect. inhibition, % at 25 µM, or IC50 in µM where a hit was titrated. 320,000 tested, 0.39% active; in the data active = a potency from the dose series; inconclusive = inhibition mostly from about 82% at the one dose, without a potency; inactive = the rest, 99 in 100 with inhibition below about 76%;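 note: plate controls were DMSO cells for no effect and high antibiotic wells for full effect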
H1N1 NS1A inhibition: H1N1 influenza NS1A inhibitors, functional cell based assay (AID 504329); 340,000 tested, 0.3% active; one-dose inhibition, % at 12.5 µM; IC50 in µM for titrated hits; NS1A functional cell-based assay, percent inhibition; higher % means a stronger effect; in the data active = a potency from the dose series; inconclusive = inhibition above about 27% without an active follow-up result; note: strong numbers were not always called active
VEEV TC-83 Vero 10K pilot screen: further read-out of VEEV TC-83 Vero, marked with its call; inhibition, %; measured here: 10K pilot screen inhibition
The depositor's hits bear a star; i = inactive; u = inconclusive; x = no result given.

SMILES | VEEV TC-83 Vero | Salmonella PhoP GFP | M. tuberculosis HTS | M. tuberculosis | H1N1 NS1A inhibition | others
COc1ccc(CNC(=O)CCCN2C(=O)c3ccccc3C2=O)cc1 | i | -7% | -1% | 6% | 1%
CC1C(=O)CC(c2ccccc2)N(C)C1c1ccccc1 (centres undefined) | i | 5% | -9% | x | -11%
CS(=O)(=O)Nc1ccc(S(=O)(=O)NCCc2ccccc2)cc1 | 1.7% | -6% | -1% | -2% | -2%
N#CN/C(=N\S(=O)(=O)c1ccccc1)c1ccccc1 | i | -1% | 10% | -8% | -8%
COc1cc(CNC2CCCCC2OC)cc(OC)c1OC (centres undefined) | 0.1% | -4% | 2% | -19% | -8%
Cc1c(NC(=O)C2CCCO2)cccc1[N+](=O)[O-] (centres undefined) | 0.3% | -5% | -3% | -12% | 19%
COc1ccc(CCNC(=O)c2cc(S(=O)(=O)N3CCC4(CC3)OCCO4)ccc2F)cc1OC | 4.3% | 0% | 3% | 7% | -8%
CC(NC(=O)CN(C)CC(=O)Nc1ccc(Cl)cc1)c1ccc(F)cc1 (centres undefined) | 4.6% | x | 13% | 40% | 0%
CCCNC(=O)c1nnsc1S(=O)(=O)c1ccc(Cl)cc1 | 12% | x | x | x | 5% | VEEV TC-83 Vero 10K pilot screen=0.0
Cc1ccc(NC(=O)COC(=O)C(NS(=O)(=O)c2ccc(Cl)cc2)C(C)O)cc1C (centres undefined) | 6.0% | 7% | 2.2µM* | i | -6%
CC(C)N(C(=O)COC(=O)c1cccc(C(=O)OCC(=O)N(C(C)C)C(C)C)n1)C(C)C | 0.9% | -2% | 2% | 10% | x
COc1ccc(OC)c(NC(=O)c2[nH]c(C)c(C(C)=O)c2C)c1 | 4.7% | 2% | -11% | 14% | -83%
CC(C)(C)NC(=O)NC(=O)COC(=O)c1ccc(OC(F)(F)F)cc1 | i | 9% | x | 65% | -7%
CCOC(=O)C1=C(N)Oc2cc(C)[nH]c(=O)c2C1c1ccncc1 (centres undefined) | 5.2% | 8% | 1% | 3% | -21%
Cc1ccc(C)c(-n2c(Cc3cc(=O)[nH]c(=O)[nH]3)nnc2SCC(=O)NCc2ccco2)c1 | 0.1% | -13% | -13% | -1% | -5%
Cc1cccc(N2CCN(C(=O)C3CCC(=O)N(C4CC4)C3)CC2)c1C (centres undefined) | 0.5% | 10% | 6% | 12% | 2%
CCOc1ccc(N=C(/C(C(=O)C(=O)N2CCOCC2)=C(/O)c2ccccc2)c2ccccc2)cc1 | 0.8% | 8% | u | u | -15%
CC(=O)Nc1nnc(SCC(=O)Nc2ccc3c(c2)OCCO3)s1 | 0.5% | -4% | -6% | -7% | -23%
O=C(O)CC1(CC(=O)Nc2cc(F)ccc2Cl)CCCCC1 | 0.5% | 4% | -9% | 1% | -19%
CC1(C)CC(=O)C(C(c2ccc(F)cc2)C2C(=O)CC(C)(C)CC2=O)C(=O)C1 | i | 3% | 9% | 79% | 0%
O=C(COC(=O)c1ccc[nH]c1=O)Nc1ccc(N2CCCCC2)cc1 | 0.2% | x | -7% | 7% | -13%
CCCN(C(=O)/C=C/c1nc2ccccc2s1)C1CCS(=O)(=O)C1 (centres undefined) | 10.0% | x | -5% | -6% | -15%
CC1CCCCC1NC(=O)COC(=O)Cc1ccc(Cl)cc1 (centres undefined) | 1.4% | x | 8% | 59% | -11%
COc1cccc(-c2c(C(=O)N/N=C/c3ccncc3)nnn2-c2nonc2N)c1 | 1.2% | 7% | 11% | -3% | -4%
Cc1ccc(S(=O)(=O)NCCCC(=O)O)cc1 | 0.7% | 7% | 0% | -4% | -9%
Cc1ccc(/C=C(\C#N)C(=O)NC(C)c2ccccc2)o1 (centres undefined) | 7.4% | -2% | 1% | -4% | -4%
COc1cc(NS(=O)(=O)c2ccc(NC(C)=O)cc2)ncn1 | 5.3% | 2% | -8% | -8% | 5%
CCN(CC)C(=O)Cn1cc(S(=O)(=O)CC(=O)NC2CCCCC2)c2ccccc21 | 0.7% | -2% | 0% | 0% | 18%
C#CC[N+](C)(C)CC#Cc1ccc(C)cc1 | 0.1% | -20% | 3% | 2% | 9%
CCCCn1c(CN(Cc2ccccc2)Cc2ccccc2)nc2c1c(=O)n(C)c(=O)n2C | 7.1% | -5% | -2% | -3% | 6%
CCOc1cc(NC(=S)NCC2CCCO2)c(OCC)cc1NC(=O)c1ccc(F)cc1 (centres undefined) | 0.7% | 11% | 0% | 42% | -4%
O=C(c1csc2c1CCCCC2)N1CCC2(CC1)OCCO2 | 0.3% | 1% | -8% | 17% | -6%
CCCC(=O)c1ccc(N2CCCCCC2)c(F)c1 | 1.6% | 7% | 10% | 58% | -3%
C(CNC1C2CC3CC(C2)CC1C3)CN1CCOCC1 (centres undefined) | 5.0% | 11% | 2% | 44% | -18%
CC(C)CC(=O)Nc1ccc(S(=O)(=O)Nc2nccs2)cc1 | 0.6% | 0% | -6% | 23% | -3%
Cc1ccc(C)c(CN2CCC(CNC(=O)Nc3ccc(C)c(F)c3)CC2)c1 | i | -3% | 8% | 45% | -25%
Cc1ccc(NS(=O)(=O)c2ccc(-c3coc(C)n3)cc2)c(Br)c1 | 3.9% | -9% | -3% | 4% | -2%
COc1ccccc1N(CC(=O)N/N=C(\C)c1cccc(Br)c1)S(C)(=O)=O | 0.1% | 5% | 0% | 2% | -8%
COc1ccc(C(=O)N/C=C/n2cnc3cc(C(F)(F)F)ccc32)cc1 | i | 5% | 0% | 6% | -10%
COc1ccc(Nc2nnc(C)c3ccccc23)cc1 | 0.5% | -3% | -10% | 11% | -5%
CCc1cccc(OCC(=O)Nc2cc(S(=O)(=O)N3CCOCC3)ccc2N2CCCC2)c1 | 1.2% | -6% | -9% | 15% | -17%
Cc1ccc(C)c(N2CCN(C(=O)C3CCC3)CC2)c1 | i | 0% | 2% | 4% | -2%
O=C(CN(C(=O)CNS(=O)(=O)c1ccc(F)cc1)C1CCCC1)NCc1ccco1 | 4.6% | 4% | -3% | 4% | -8%
Cc1ccc(CS(=O)(=O)CCC(=O)NCCN(C)Cc2ccccc2)cc1 | i | -5% | 3% | -1% | 4% | VEEV TC-83 Vero 10K pilot screen=0.2
CCOc1ccccc1N(C(=O)Nc1cccc(Cl)c1)C1=NC(C)CS1 (centres undefined) | 1.0% | -8% | 3% | 2% | -7%
Cc1nc(-c2ccccc2)sc1C1(C)CC(c2ccc(C#N)cc2)=NO1 (centres undefined) | 0.2% | -13% | -3% | 1% | -10%
CN(C)CCOC(=O)c1cccc(Br)c1 | 0.4% | -3% | 0% | -1% | 1%
O=C(N/N=C/c1ccc(-c2ccc([N+](=O)[O-])cc2)o1)c1cccnc1 | 1.1% | -3% | u | 70% | x
O=C(CSc1ncn[nH]1)c1ccc(OC(F)F)cc1 | 0.6% | 0% | 3% | 15% | 1%
Cc1ccc(CCNC(=O)C2CCN(S(=O)(=O)c3ccc4c(c3)NC(=O)C(C)S4)CC2)cc1 (centres undefined) | i | 2% | 54% | 55% | -1%
CC(C)(C)c1ccc2c(c1)OCC(C(=O)O)O2 (centres undefined) | 0.5% | 4% | 56% | u | -6%
CS(=O)(=O)c1ccc(Cl)c(NC(=O)COC(=O)CNC(=O)c2ccc(Br)o2)c1 | 2.5% | 3% | 0% | 1% | -6% | VEEV TC-83 Vero 10K pilot screen=0.6
CCOC(=O)C1=C(C)Nc2ncnn2C1c1ccccc1F (centres undefined) | 1.6% | -10% | 0% | 12% | 1%
COc1ccc(C(=O)COc2ccc(C(C)=O)cc2OC)cc1OC | 0.6% | x | x | x | -12%
C=CCc1c(C)nc2cc(-c3ccccc3)[nH]n2c1=O | 1.3% | -2% | -5% | 12% | 1%
NS(=O)(=O)c1cccc(NC(=O)CSc2nnc3n2CCCCC3)c1 | 2.1% | x | -13% | -8% | -15%
CCC(=O)OC1c2ccccc2C(=O)N1Cc1ccccc1 (centres undefined) | 0.7% | 11% | 4% | 32% | -1%
COc1ccc(S(=O)(=O)N2CCN(c3ccccc3OC)CC2)cc1OC | 0.7% | 2% | -10% | x | 5%
COc1ccc(OC)c(C2C(C(C)=O)=C(O)C(=O)N2Cc2cccnc2)c1 (centres undefined) | 0.6% | -22% | 1% | 4% | -8%
C/C=C(/C)C(=O)Nc1cccc(C2=NOC3(C2)C[C@H](C(N)=O)N(C(=O)c2ccc(Cl)cc2)C3)c1 (some centres undefined) | 5.0% | -13% | 5% | 23% | -10%
Following part:
SMILES | VEEV TC-83 Vero | Salmonella PhoP GFP | M. tuberculosis HTS | M. tuberculosis | H1N1 NS1A inhibition | others
COc1ccc(-c2nnc(SC(C)C(=O)NC3CC3)o2)cc1 (centres undefined) | 3.2% | x | -8% | 64% | 8%
CC(C)(O)C#Cc1ccc(C(=O)N2CCCC(CCC(=O)NCc3ccccc3F)C2)cc1 (centres undefined) | 0.3% | 4% | 4% | 10% | 0%
O=C(c1ccco1)N1CCN(c2ccc(N3CCCCC3)nn2)CC1 | 8.2% | -1% | 1% | -6% | 0%
CCCOC(=O)c1ccc(OC(=O)c2ccco2)cc1 | i | 9% | u | i | -2%
CCCC(=O)Nc1ccc(C(=O)NN2C(=O)c3ccccc3C2=O)cc1 | 0.5% | -8% | -22% | -4% | 0%
O=C(CSc1nnc(NC(=O)C2CC2)s1)NCc1ccc(F)cc1 | 0.3% | -1% | -10% | -3% | 3%
CC(=O)N1c2ccc(S(=O)(=O)N(C)CC(=O)N3CCCC3)cc2CC1C (centres undefined) | i | 6% | -3% | 6% | 5%
Cc1ccc(NC(=O)NCc2cccn2C)cc1C | i | 1% | -2% | -11% | 4%
O=C(c1cc2c(s1)CCCC2)N1CCN(CCO)CC1 | 1.0% | x | -6% | 7% | 4%
CC(C)(C)Nc1nc(SCc2ccccc2)nc(N2CCOCC2)n1 | i | -7% | 16% | 9% | 6%
COc1ccc(-n2c(SCC(=O)N3CCCCC3)nnc2-c2cccnc2)cc1 | i | -11% | x | -9% | -4% | VEEV TC-83 Vero 10K pilot screen=0.5
N#CCN1CCN(CC(=O)Nc2cccc3ccccc23)CC1 | 6.7% | 0% | -6% | 18% | 5%

Ordered by count of non-hydrogen atoms (lowest first): part of the list above
SMILES | VEEV TC-83 Vero | Salmonella PhoP GFP | M. tuberculosis HTS | M. tuberculosis | H1N1 NS1A inhibition | others
Cc1ccc(NC(=O)NCc2cccn2C)cc1C | i | 1% | -2% | -11% | 4%
O=C(c1cc2c(s1)CCCC2)N1CCN(CCO)CC1 | 1.0% | x | -6% | 7% | 4%
O=C(CSc1nnc(NC(=O)C2CC2)s1)NCc1ccc(F)cc1 | 0.3% | -1% | -10% | -3% | 3%
O=C(c1ccco1)N1CCN(c2ccc(N3CCCCC3)nn2)CC1 | 8.2% | -1% | 1% | -6% | 0%

(cont.)
SMILES | VEEV TC-83 Vero | Salmonella PhoP GFP | M. tuberculosis HTS | M. tuberculosis | H1N1 NS1A inhibition | others
Cc1nn2c(N3CCCC3)c3c(nc2c1-c1ccccc1)CCC3 | 1.5% | -12% | 6% | 22% | x
CCS(=O)(=O)Nc1ccc(C2=NN(C(=O)c3ccco3)C(c3cccc(F)c3)C2)cc1 (centres undefined) | 5.8% | -13% | 23% | 6% | 0%
CCOc1ccc(CCNC(=O)C2CCC(=O)N2C2CCCCC2)cc1OCC (centres undefined) | i | 9% | -5% | -7% | 0%
CCOC(=O)c1cc(-c2cccc([N+](=O)[O-])c2)on1 | 1.5% | 5% | 97% | 0.64µM* | -3%
COc1ccc(-c2cc3ccccc3oc2=O)cc1NC(=O)c1ccc(Br)o1 | 2.6% | -4% | -3% | -4% | -16%
COc1ccc(C(=O)NC(=S)N2CC(C)OC(C)C2)cc1OC (centres undefined) | 0.2% | -1% | -5% | 11% | 4%
CN(C(=O)Nc1cccc([N+](=O)[O-])c1)c1ccccc1 | 0.1% | x | x | x | -21%
NC(=O)c1c(NC(=O)c2ccccc2)sc2c1CCN(Cc1ccccc1)C2 | 2.1% | -9% | -2% | -11% | -7%
Cc1ccc(Cn2c(SCC(=O)NCc3ccco3)nc3ccsc3c2=O)cc1 | 1.9% | -1% | 1% | 4% | 4%
CCc1ccc(NS(=O)(=O)c2ccc(C)c(C(=O)N3CCOCC3)c2)cc1 | 0.1% | -7% | 4% | 6% | -10%
Cc1ccc(Nc2ncc3c(n2)CC(C)(C)CC3=O)cc1 | i | -15% | 6% | 16% | -5%
O=C(COC(=O)c1ccc(Br)cc1)NC1CCCC1 | i | 8% | -1% | x | 6%
